DT40 TDP1 CPT = growth inhibition of DT40 Tdp1-/-;hTDP1 cells with camptothecin (screen for TDP1 inhibitors); chicken DT40 Tdp1-/-;hTDP1 cells + 20 nM CPT, ATP luminescence, 48 h; Potency, µM (doses to about 46.2 µM), inactives show at the top dose activity change, negative = growth inhibition, usual class: inhibitors; 420,000 tested, 12% active; AID 686979; further: nearly all actives have a fitted effect of over 55% in size
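Chicken DT40 Tdp1-/- cells complemented with human TDP1, 400 cells/well, exposed to compounds plus 20 nM camptothecin for at least 48 h at 37 C; viability read as ATP content by CellTiter-Glo luminescence.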
TDP1 inh = blocks human tyrosyl-DNA phosphodiesterase 1; Q9NUW8; recombinant TDP1, AlphaScreen DNA substrate cleavage; Potency, µM (series often up to 130 µM), for inactives: at the highest dose activity change, negative = inhibition, actives largely listed as inhibitors; 350,000 tested, 0.28% active; AID 485290; further: nearly all actives have a fitted effect of over 40% in size
Target sequence (Q9NUW8 whole entry, looked up): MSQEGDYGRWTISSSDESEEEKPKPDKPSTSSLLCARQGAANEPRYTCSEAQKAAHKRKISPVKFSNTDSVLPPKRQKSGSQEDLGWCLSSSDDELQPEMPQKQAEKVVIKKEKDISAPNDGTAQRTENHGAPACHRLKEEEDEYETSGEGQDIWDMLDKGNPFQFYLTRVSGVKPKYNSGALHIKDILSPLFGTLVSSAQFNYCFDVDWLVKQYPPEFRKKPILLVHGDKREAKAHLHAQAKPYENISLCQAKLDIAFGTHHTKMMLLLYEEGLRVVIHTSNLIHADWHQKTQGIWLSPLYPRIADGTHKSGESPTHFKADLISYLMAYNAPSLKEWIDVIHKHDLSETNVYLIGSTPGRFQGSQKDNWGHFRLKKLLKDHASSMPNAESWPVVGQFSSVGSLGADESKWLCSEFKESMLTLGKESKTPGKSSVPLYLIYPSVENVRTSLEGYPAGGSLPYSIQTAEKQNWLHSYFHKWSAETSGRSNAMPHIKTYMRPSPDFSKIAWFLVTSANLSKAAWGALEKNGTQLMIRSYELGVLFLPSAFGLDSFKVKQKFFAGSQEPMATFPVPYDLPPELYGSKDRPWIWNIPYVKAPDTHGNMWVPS
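E. coli-derived human Tdp1, 1 nM final. Cpd preinc 15 min RT; substrate 15 nM final, 5 min RT; AS bead mix 10 ug/ml final, 10 min RT. Signal loss = tyrosine-FITC cleavage. No-enzyme wells = max signal.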
TDP1 cell noCPT = qHTS for Inhibitors of human tyrosyl-DNA phosphodiesterase 1 (TDP1): qHTS in cells in absence of CPT; DT40 Tdp1-/- hTDP1 cells, no CPT, ATP luminescence, 48 h; Potency, µM (highest dose often 46.2 µM), without a hit: top-dose activity change, negative = growth inhibition, actives largely listed as inhibitors; 420,000 tested, 15% active; AID 686978, 2013; further: nearly all actives have a fitted effect of over 55% in size
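Compound effects on proliferation are scored in DT40 Tdp1-/-;hTDP1 cells in the absence of CPT. ATP levels (CellTiter-Glo luminescence) are recorded after a ≥48 hr, 37 °C incubation.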
An asterisk follows results filed as active; u = inconclusive; x = not tested or not shown; [ ] = another dose, or the depositor's remark. The call rests on the fitted dose curve; in most records, active means well fitted curve in the direction sought with a large enough effect; inconclusive means small, poorly fitted or top-dose-only effect, or another doubt; inactive means no such curve, though single readings can be large; an effect the other way counts as inactive or inconclusive. On the % scale 0 is the no-effect control and ±100 the full control effect; potency means the concentration at half of the fitted maximal effect.

The first 2 compounds (preview)
| molecule | TDP1 cell noCPT | DT40 TDP1 CPT | TDP1 inh |
| --- | --- | --- | --- |
| Cc1occc1C(=O)N1CCN(C(=O)C2CCCO2)CC1 (stereo not given) | -1% | -1% | 2% |
| Cc1cccc(NC(=S)Nc2ccccn2)c1C | u | -21% | 5% |

The list itself, from the start:
| molecule | TDP1 cell noCPT | DT40 TDP1 CPT | TDP1 inh |
| --- | --- | --- | --- |
| Cc1occc1C(=O)N1CCN(C(=O)C2CCCO2)CC1 (stereo not given) | -1% | -1% | 2% |
| Cc1cccc(NC(=S)Nc2ccccn2)c1C | u | -21% | 5% |
| c1ccc2c(c1)CSc1sccc1C2=C1CCNCC1 | 16µM* | 21µM* | 7% |
| CC(C)(C)C(=O)Nc1c(Cl)cccc1OC(F)(F)F | 4% | -3% | -3% |
| Cc1ccc(-n2c(SCC(=O)NC3CCS(=O)(=O)C3)nc3ccccc3c2=O)c(C)c1 (stereo not given) | 16µM* | u | x |
| CCOC(=O)Cc1csc(N/N=C\c2ccc(N(C)C)cc2)n1 | -23% | -15% | x |
| CCCc1cc(=O)oc2c3c(cc(OCC(=O)NCCCn4ccnc4)c12)OC(C)(C)CC3 | 26µM* | 16µM* | x |
| CCc1ccc(NC(=O)COC(=O)CCC2CCCC2)cc1 | 8% | 10% | -15% |
| O=C(O)c1ccc(CN(c2ccccc2)S(=O)(=O)c2ccccc2)cc1 | 7% | 2% | x |
| O=S(=O)(NCCSc1nnc(-c2ccco2)n1-c1ccccc1)c1ccccc1 | u | u | 2% |
| N#Cc1ccccc1S(=O)(=O)N1CCN(C(=O)CCc2ccccc2)CC1 | 14% | -3% | 0% |
| C/C(=N\NC(=S)NCCc1ccccc1)c1ccc(O)cc1O | u | u | -4%[0.0935 µM] |
| COc1ccc(N(CC(=O)NCCSCc2ccco2)S(=O)(=O)c2ccccc2)cc1 | u | -22% | 0% |
| CCOC(=O)c1cc(CC)sc1NC(=O)c1cc(OC)c(OC)c(OC)c1 | 18µM* | u | 0% |
| COc1cccc(Cn2cccc(NC(=O)Nc3ccc(C#N)cc3)c2=O)c1 | 8.2µM* | 18µM* | 3% |
| Cc1c(C(=O)OC(C)C)sc2nc[nH]c(=O)c12 | -12% | u | 2% |
| Cc1ccc(C(=O)O/N=C(/c2nonc2N)N(C)C)cc1 | -16% | 7% | -8% |
| O=C(CSc1cccc2cccc(Cl)c12)OCC(=O)N1CCN(C(=O)c2ccco2)CC1 | -17% | -20% | 1% |
| CC(C)N(Cc1ccccc1)C(=O)c1cccs1 | u | -24% | x |
| O=C(CCNS(=O)(=O)c1ccccc1)N1CCCCCC1 | 8% | 22% | 3% |
| O=C(COC(=O)c1ccc(Cl)cc1)NC(=O)NC1CCCC1 | -15% | 6% | 1% |
| Cc1ccccc1NC1=C(Cl)C(=O)OC1OC(=O)c1ccccc1C (stereo not given) | u | u | 3% |
| Cc1nc(N2CCN(S(=O)(=O)c3ccccc3)CC2)c2cc(-c3ccccc3)sc2n1 | u | 15µM* | 1% |
| CC(/C=C1\SC(=S)N(CCC(=O)Nc2nc(C)cs2)C1=O)=C\c1ccccc1 | u | u | x |
| CC(C)(C)OC(=O)N1CCC(NC(=O)c2nc[nH]c2C(=O)NCc2ccccc2)CC1 | 23µM* | u | 4% |
| Cc1c(C)c2c(OCC(=O)NCc3ccco3)cc3c(c2oc1=O)CCC(C)(C)O3 | -5% | 15% | x |
| c1ccc2[nH]c(C3CC3)nc2c1 | -4% | -1% | 0% |
| Cc1nn(CCC(=O)Nc2ccc(Cl)cc2)c(C)c1S(=O)(=O)N1CCCCC1 | 15µM* | 21µM* | 6% |
| O=c1[nH]c2ccc(Cl)cc2c(-c2ccccc2)c1N1CCN(c2ccccn2)CC1 | u | -27% | 4% |
| CCN1CCN(CCCNC(=O)c2cnn(-c3ccc(C)cc3)c2C2CCN(C(=O)OC(C)(C)C)CC2)CC1 | u | u | 4% |
| O=C(Nc1ccc(S(=O)(=O)N2CCCCCC2)cc1)c1cc(=O)c2ccccc2o1 | u | u | 9% |
| Cc1[nH]nc(C(=O)NN=Cc2ccccc2Cl)c1N=NN(C)C | 6.5µM* | 9.2µM* | x |
| CCOc1cc(C)nc(N2CCC(C(=O)NCC3CCCO3)CC2)n1 (stereo not given) | -19% | -6% | x |
| COc1ccc(NC(=O)c2cccc(OS(=O)(=O)N(C)C)c2)cc1 | 5.2µM* | 18µM* | 6% |
| CCOC(=O)c1ccc(NC(=O)Cc2coc3cc4c(cc23)CCC4)cc1 | u | u | 3% |
| Cc1ccccc1OCCNc1cc(N2CCCCC2)ccc1[N+](=O)[O-] | u | 21µM* | 10% |
| CSCCC(C(=O)NC1CCCC1)n1c(C2CC2)nc2ccccc21 (stereo not given) | 11% | -2% | x |
| COc1ccc(-c2ccnc(-n3ncc(C(=O)NCc4ccon4)c3C3CC3)n2)cc1F | 23µM* | u | x |
| NC1=NC(=O)CC(C(=O)NCc2ccccc2)S1 (stereo not given) | 6% | -22% | -4% |
| COc1ccc(C)cc1S(=O)(=O)NCCc1ccccc1 | -20% | u | -3% |
| CCN1CCN(Cc2ccc(NC(=O)c3ccc(C)c(NC(=O)C4=NN(c5ccccc5)C(=O)C4)c3)cc2C(F)(F)F)CC1 | u | u | 6% |
| COc1ccc(OC)c(NC(=O)N2CC(C)Oc3ccc(C)cc32)c1 (stereo not given) | 21µM* | u | -1% |
| COc1cccc(NC(=O)CCC2CCN(C(=O)c3ccc(C(C)=O)s3)CC2)c1 | 3% | -19% | 5% |
| Cc1cc(OC(=O)c2c(Cl)cc(Cl)cc2Cl)nc(C)n1 | -10% | u | 5% |
| Cc1cccc(OCC(=O)OCC(=O)Nc2sccc2C(N)=O)c1 | -16% | -6% | 1% |
| CCOc1ccc(N=NC2C(=O)N(C(N)=S)N=C2C)cc1 (stereo not given) | u | -6% | x |
| CC(C)NC(=O)c1cc(C2CCCCN2S(=O)(=O)c2ccc(C#N)cc2)on1 (stereo not given) | -24% | -5% | x |
| CCN1CCN(c2ccc(NC(=O)c3ccco3)cc2)CC1 | 20% | 3% | 1% |

2 compounds picked at random from the list so far, as already listed:
| molecule | TDP1 cell noCPT | DT40 TDP1 CPT | TDP1 inh |
| --- | --- | --- | --- |
| Cc1ccccc1NC1=C(Cl)C(=O)OC1OC(=O)c1ccccc1C (stereo not given) | u | u | 3% |
| O=C(O)c1ccc(CN(c2ccccc2)S(=O)(=O)c2ccccc2)cc1 | 7% | 2% | x |

Copied from the list:
COc1cccc(NC(=O)CCC2CCN(C(=O)c3ccc(C(C)=O)s3)CC2)c1 in TDP1 cell noCPT reads 3%
CCN1CCN(c2ccc(NC(=O)c3ccco3)cc2)CC1 in DT40 TDP1 CPT reads 3%
CCN1CCN(Cc2ccc(NC(=O)c3ccc(C)c(NC(=O)C4=NN(c5ccccc5)C(=O)C4)c3)cc2C(F)(F)F)CC1 in TDP1 inh reads 6%

Following part.
| molecule | TDP1 cell noCPT | DT40 TDP1 CPT | TDP1 inh |
| --- | --- | --- | --- |
| CCN1CCCC1CNC(=O)C1c2cc(OC)c(OC)cc2C(=O)N(C)C1c1cccnc1 (stereo not given) | -6% | -22% | 1% |
| CC(C)Oc1cccc(C(=O)C2CCCN(S(C)(=O)=O)C2)c1 (stereo not given) | -20% | -5% | 8% |
| CC(/C=C/c1ccc(O)cc1)=NNc1ccccc1 | u | u | x |
| Cc1cc2c(cc1C)C(=O)CCC2 | u | -28% | x |
| COc1cccc(-c2ccc(NC(=O)C3CCCN(Cc4cccc(C)n4)C3)cc2)c1 (stereo not given) | 23µM* | u | x |
| c1ccc(Nc2nc(CSc3ncn[nH]3)cs2)cc1 | u | -22% | 5% |
| CCOc1ccccc1NC(=O)COc1coc(CN2CCc3ccccc3C2)cc1=O | 13µM* | u | 2% |
| O=C(CS(=O)(=O)c1ccccc1)c1cc2cc(F)ccc2oc1=O | u | u | 4% |
| COc1cccc(-c2csc(Nc3ccc(Oc4ccccc4)cc3)n2)c1 | u | u | x |
| COc1ccc(C(=O)c2[nH]c(N)c(C(N)=O)c2-c2ccc(OC)c(OC)c2)cc1 | -19% | 6% | x |
| O=C(Nc1ccc2nc(-c3ccco3)c(-c3ccco3)nc2c1)N1CCCCCC1 | 15µM* | 12µM* | x |
| COC(=O)c1cc(Cl)cc(Cl)c1OS(=O)(=O)N(C)C | -20% | u | -3% |
| COc1ccccc1C(=O)OCc1cc(=O)n2nc(-c3cccs3)sc2n1 | u | -3% | -2% |
| COC(=O)c1ccccc1S(=O)(=O)N1CCC(C(=O)OCc2ccc([N+](=O)[O-])cc2)CC1 | -26% | -10% | x |
| CC(=O)c1c(C(C)=O)c(C)n(-c2ccc(C)c(NC(=O)c3ccccc3Cl)c2)c1C | u | u | 2% |
| CCC(=O)Nc1ccc2nc(SCc3ccc(C)cc3)sc2c1 | u | -26% | 3% |
| COc1ccc(-n2c(O)c(/C=C3\C=Nc4ccccc43)c(=O)[nH]c2=O)cc1 | -1% | 4% | x |
| CC(C)CC(C(=O)NC1CCCCC1)N(Cc1ccccc1)C(=O)c1snc(C(N)=O)c1N (stereo not given) | u | u | x |
| Cc1c(C(=O)OCC2CCCO2)[nH]c2c1C(=O)CC(c1ccco1)C2 (stereo not given) | 3.7µM* | 3.7µM* | u |
| CC(=O)N1CCc2c(sc3c2c(=O)n(Cc2ccccc2)c(=O)n3Cc2ccccc2Cl)C1 | 23µM* | u | 6% |
| O=C(CCSc1nnc(-c2ccncc2)o1)Nc1cccc2ccccc12 | -17% | -9% | 5% |
| O=C(COC(=O)c1ncc(Cl)c(Cl)c1Cl)NC(=O)NCc1ccccc1 | u | u | 7% |
| O=C(CCn1c(=O)[nH]c2ccsc2c1=O)NCCc1ccc(Cl)cc1 | -5% | -3% | 1% |
| O=C1N[C@@H](c2ccccc2)COC(=O)[C@@H](Cc2ccc(F)cc2)C/C=C\C[C@H]1CC(=O)N(CCO)Cc1ccccc1 | 10µM* | 15µM* | 2% |
| CN(C)c1ccc(C(CNS(=O)(=O)c2ccc(F)c(F)c2)c2c[nH]c3ccccc23)cc1 (stereo not given) | u | u | 11% |
| COc1ccc(CNC(=O)CCCOc2cc(=O)n(C)c3ccccc23)cc1 | -7% | -5% | 3% |
| CCn1c(CNC(=O)Cc2ccc(OC)cc2)nnc1SCC(=O)NC1CCCCC1 | -12% | -12% | -2% |
| C=CCOc1ccccc1C(=O)/C=C1/C(=O)Nc2ccccc21 | 2.9µM* | 5.8µM* | x |
| OCCN1CCN(c2ncnc3sc(-c4ccccc4)cc23)CC1 | 15µM* | u | 2% |
| O=C(/C=C/c1cccc([N+](=O)[O-])c1)NCCSCc1ccc(Cl)cc1Cl | 23µM* | 29µM* | 5% |
| CCOc1ccccc1N(CC(=O)Nc1cc(OC)ccc1OC)S(C)(=O)=O | -19% | -26% | 0% |
| CCCN=Cc1sc2ccc(OCC)cc2c1O | -8% | 6% | 2% |
| CCCOc1ccc(NCC(=O)Nc2ccc(C)cc2C)cc1 | u | u | -2%[56.1 µM] |
| CC1CCN(C(=O)c2ccc([N+](=O)[O-])o2)CC1 | -13% | u | x |
| COc1ccc(NN=Nc2nc3c([nH]2)c(=O)n(C)c(=O)n3C)cc1 | u | 21µM* | 8% |
| O=S(=O)(c1cccc(S(=O)(=O)N2CCOCC2)c1)N1CCCCC1 | -21% | -6% | 1% |
| COc1ccc(CCNS(=O)(=O)c2cn(C)nc2C)cc1 | 22% | -18% | -1% |
| C=Cc1ccc(Cn2c(C)c(C(=O)NCc3ccc4c(c3)OCCO4)sc2=O)cc1 | 10µM* | u | x |
| Cc1ccc(N/N=C/c2ccc3c(c2)OCCO3)cc1Cl | -23% | -22% | -1% |
| CCC(C)[C@@H](C(=O)N1CCNCC1)n1cc(CCCN=C(N)N)nn1 (stereo not given in full) | -7% | -1% | 1% |
| CN(CC(=O)N1CCN(c2ccccn2)CC1)S(=O)(=O)c1ccc(Cl)cc1 | u | -27% | 1% |
| O=c1c(-c2ccc(F)cc2)nc2cnc(Oc3cccc(Cl)c3)nc2n1C1CC1 | 1% | -3% | x |
| Cc1ccccc1C(=O)c1cccn1CC(=O)N1CCCCC1 | u | 0% | -3% |
| Cc1ccc(S(=O)(=O)N(C)C)cc1NC(=O)C(C)OC(=O)C1CCC1 (stereo not given) | 13% | 1% | 0% |
| Cc1cccc(C(=O)NC(C(=O)Nc2ccccc2N2CCOCC2)C(C)C)c1 (stereo not given) | u | -6% | 8% |
| Cc1c(COc2ccc3ccccc3c2)nnn1CC(=O)NS(=O)(=O)c1ccccc1C(F)(F)F | 24% | 0% | x |
| COc1cnc(SC(C)C)[nH]c1=O | -18% | -1% | 3% |
| CC(C)C(=O)NNC(=O)c1ccccn1 | u | u | -8% |

Source: PubChem BioAssay
